IMPase Li inh: membrane-permeable IMPase blocker, potentiated with lithium; AID 1457; hit rate 0.35% among 210,000; Potency, µM (series often up to 59.4 µM), for the others: at the highest dose activity, negative = IMPase inhibition, usual class: inhibitors; CHO-M1 cells, IP1 TR-FRET (IP-One), carbachol + lithium;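 further: IP1 builds up when IMPase is blocked and the TR-FRET signal falls; potency means the concentration at half of the fitted maximal effect; plate controls were basal vehicle for no effect and high inhibitor control for full effect; nearly all actives have a fitted effect of over 50% in size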
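Lithium-sensitised IP1 accumulation assay; M1-expressing CHO cells treated 30 min at 37C with compound. Competitive antibody detection by time-resolved FRET followed a 10 min room-temperature lysis step.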
NPSR antag: blocks cAMP signaling of the human neuropeptide S receptor. Q6W5P4. CHO-NPSR cells, cAMP TR-FRET, antagonist mode. Potency, µM (titrated, usually from 38.3 µM), for the others: top-dose activity change, negative = inhibition, most hits filed as inhibitors. hit rate 1% among 220,000; further: potency means the concentration at half of the fitted maximal effect; on the % scale 0 is the no-effect control and ±100 the full control effect; nearly all actives have a fitted effect of over 50% in size; many of its hits are not listed in these tables
Target sequence (Q6W5P4 whole entry, looked up): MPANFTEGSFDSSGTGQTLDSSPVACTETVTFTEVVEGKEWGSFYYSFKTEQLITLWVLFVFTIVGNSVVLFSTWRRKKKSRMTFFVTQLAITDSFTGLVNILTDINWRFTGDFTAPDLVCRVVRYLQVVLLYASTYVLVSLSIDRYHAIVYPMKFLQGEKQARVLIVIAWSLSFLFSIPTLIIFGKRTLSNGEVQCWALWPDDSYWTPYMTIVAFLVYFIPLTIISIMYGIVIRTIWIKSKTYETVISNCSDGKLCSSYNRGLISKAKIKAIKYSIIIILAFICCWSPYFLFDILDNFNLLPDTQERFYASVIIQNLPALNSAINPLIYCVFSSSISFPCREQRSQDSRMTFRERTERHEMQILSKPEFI
LMNA splice mod: modulators of lamin A splicing. HeLa LMNA splicing GFP/RFP minigene ratio, 48 h. Potency, µM (top dose mostly 46.1 µM), for inactives: at the highest dose ratio change, negative = inhibition, hits mostly inhibitors. hit rate 0.01% among 200,000. AID 1487; active means well fitted inhibition curve with a large enough effect in the signal ratio, with a control signal flat, not every such curve was filed as active; inconclusive means small, poorly fitted or top-dose-only effect, or effect the other way, or a change in a side signal; the % refers to the signal ratio; further: potency means the concentration at half of the fitted maximal effect; on the % scale 0 is the no-effect control and ±100 the full control effect
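S3 HeLa cells stably expressing lamin A-EGFP splicing minigene plus DsRed2, 600 cells/well, 48 h compound exposure at 37C. Laser-scanning cytometry; analysed as GFP (500-530 nm)/RFP (575-640 nm) total intensity ratio; 0.5% DMSO vehicle.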
CBFb-RUNX1 inh: CBF-beta/RUNX1 interaction disruption. Q01196+Q13951. AlphaScreen CBFb-His/RUNX1-biotin binding, biochemical. Potency, µM (highest dose often 59.8 µM), for the others: top-dose activity, negative = inhibition, most hits filed as inhibitors. 230,000 tested, under 10 active. AID 1477; further: % of control where 0% means no effect
Target sequence (Q01196 whole entry, looked up): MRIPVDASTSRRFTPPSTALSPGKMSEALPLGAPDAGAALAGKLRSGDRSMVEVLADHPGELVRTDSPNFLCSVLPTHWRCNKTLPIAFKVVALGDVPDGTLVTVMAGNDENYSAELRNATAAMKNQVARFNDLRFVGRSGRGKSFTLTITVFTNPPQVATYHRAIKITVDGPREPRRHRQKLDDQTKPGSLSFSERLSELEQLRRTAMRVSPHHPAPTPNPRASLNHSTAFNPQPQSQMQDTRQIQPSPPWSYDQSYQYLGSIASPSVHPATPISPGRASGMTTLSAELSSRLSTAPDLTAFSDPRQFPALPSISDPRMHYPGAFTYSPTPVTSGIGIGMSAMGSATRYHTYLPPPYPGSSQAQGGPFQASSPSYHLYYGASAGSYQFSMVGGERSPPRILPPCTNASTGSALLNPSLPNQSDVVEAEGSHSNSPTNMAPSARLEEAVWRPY
Target sequence (Q13951 whole entry, looked up): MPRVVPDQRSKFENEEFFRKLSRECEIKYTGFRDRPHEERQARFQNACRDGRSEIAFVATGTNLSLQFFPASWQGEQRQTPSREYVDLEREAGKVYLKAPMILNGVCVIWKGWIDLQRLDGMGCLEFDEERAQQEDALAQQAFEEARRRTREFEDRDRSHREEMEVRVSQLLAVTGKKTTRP
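Bead-based AlphaScreen assay; binding partners His-tagged CBF-beta and biotinylated RUNX1 at 30 nM each. Compound exposure 15 min after a 20-min protein preincubation; bead step 90 min; all steps at room temperature.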
GLA spleen mod: alpha-galactosidase A (human) modulation. P06280. AID 2107. hit rate 0.008% among 240,000. Potency, µM (doses to about 80 µM), without a hit: at the top dose activity change, negative = inhibition, usual class: inhibitors. human spleen homogenate, 4MU-alpha-Gal fluorescence, 40 min;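 further: potency means the concentration at half of the fitted maximal effect; 0% = enzyme with vehicle and -100% = no enzyme basal signal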
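Fluorogenic readout (Ex 365/Em 440 nm) of 4-methylumbelliferone released from 1 mM 4-MU-alpha-galactoside by spleen homogenate, 40 min at 37C, pH 5.0. Data normalized to no-enzyme and enzyme controls; Hill-equation AC50 from compound titrations.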
Luc counter: blocks Kinase-Glo luciferase, a counter-screen artifact; Q27757; hit rate 0.28% among 200,000; Kinase-Glo luciferase, ATP luminescence, 8 min; Potency, µM (highest dose often 38.3 µM), inactives show at the highest dose activity change, negative = inhibition, most hits filed as inhibitors; further: potency means the concentration at half of the fitted maximal effect; on the % scale 0 is the no-effect control and ±100 the full control effect; nearly all actives have a fitted effect of over 60% in size
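Kinase-Glo luciferase light output from ATP and luciferin was measured with 10 uM ATP, within the enzyme's linear range. Buffer: 50 mM imidazole pH 7.2, 50 mM KCl, 7 mM MgCl2, 0.01% Tween 20, 0.05% BSA; luminescence read after 8 min at ambient temperature.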
Epigenetic reg: epigenetic control regulation, reporter derepression; AID 1865; murine LDR cells, GFP reporter derepression, 30 h; Potency, µM (top dose mostly 53.9 µM), inactives show at the highest dose GFP activation, usual class: activators; hit rate 0.2% among 280,000; further: potency means the concentration at half of the fitted maximal effect; % of control where 0% means no effect; nearly all actives have a fitted effect of over 60% in size
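In this reporter-derepression format, murine cells bearing a silenced integrated CMV-GFP locus incubate with test compound (30 h, 37 C), then are washed and imaged; fluorescent objects of 20–120 um count as induced cells.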
* marks the source's active call; other numbers are inactive results; ? = inconclusive; . = not tested or not shown; & = joins results of further samples; [ ] = remark or other dose. Unless noted, the call rests on the fitted dose curve; in most records, active means well fitted curve in the direction sought with a large enough effect; inconclusive means small, poorly fitted or top-dose-only effect, or another doubt; inactive means no such curve, though single readings can be large; an effect the other way counts as inactive or inconclusive.

Values in the order – CBFb-RUNX1 inh	GLA spleen mod	LMNA splice mod	NPSR antag	Luc counter	Epigenetic reg	IMPase Li inh
> O=c1cc(N2CCN(c3ccc(F)cc3)CC2)[nH]c(=O)n1Cc1ccc(F)cc1
    5%	-2%	-10%	-8%[46.1 µM]	1%	2.3%	5%[38.3 µM]
> O=C(Nc1ccccc1NC(=O)C1CCCO1)c1ccco1 (configuration not stated)
    0%	-12%	8%[46 µM]	4%	-4%	-0.8%[10.1 µM]	1%
> Cc1nnc(Sc2cc(C(=O)NCc3ccco3)c3ccccc3n2)s1
    -14%	-1%	?	-12%[46.1 µM]	-2%	0.8%	4%[38.3 µM]
> COc1ccc(N2CCN(C(=O)CCCCn3c(=O)[nH]c4ccsc4c3=O)CC2)cc1
    27%	-3%	14%[46 µM]	-9%	-1%	-4.1%&0.0%	-2%
> CC(C)(C)c1ccccc1OCC(=O)Nc1ncn[nH]1
    -12%	2%	18%	-8%[46.1 µM]	1%	-2.0%	-12%[38.3 µM]
> O=C(Nc1cccnc1)c1ccccc1-c1ccccc1
    1%	2%	7%[46 µM]	4%	0%	0.2%	5%
> CCN(CC)C(=O)COC(=O)c1cc(-c2ccco2)nc2ccccc12
    .	14%	?	-42%	-5%	0.4%	6%
> CC(C)CC(=O)N1CCN(S(=O)(=O)c2ccc(F)cc2)CC1
    5%	2%	6%	5%[46.1 µM]	0%	0.8%	15%[38.3 µM]
> Cc1cn([C@@H]2C[C@H](N=[N+]=N)[C@H](CO)O2)c(=O)[nH]c1=O
    18%[21.7 µM]	1%[29.1 µM]	-13%	.	4%[17.1 µM]	0.0%[16.9 µM]	-3%
> Cc1ccc(NC(=O)c2nnn(-c3cccc(C(F)(F)F)c3)c2N)cc1
    -1%	-9%	27%[46 µM]	-6%	-3%	0.1%	0%
> O=C(NC(Cc1ccccc1)C(=O)O)/C(=C/c1ccco1)NC(=O)c1cccc(Br)c1 (configuration not stated)
    -1%	-4%	-12%	10%	-1%	0.0%	2%
> Nc1nc(NCc2ccco2)nc(Nc2ccc(F)cc2)c1[N+](=O)[O-]
    6%	1%	.	-1%	.	-1.8%	.
> O=C(OCC(=O)N1CCN(S(=O)(=O)c2ccccc2)CC1)c1ccc([N+](=O)[O-])o1
    1%	1%	10%[46 µM]	2%	3%	1.1%	6%
> CCc1ccccc1NNC(=O)CCc1ccccc1
    8%	-1%	-3%[46 µM]	3%	.	1.1%	.
> Cn1c(=O)[nH]c(=O)c2c1nc(N1CCCCCC1)n2CCCSc1nnnn1-c1ccccc1
    -16%	-11%	4%	3%	-4%	-1.3%	6%
> Cc1ccc(S(=O)(=O)N2CCN(C(=O)CSc3nncs3)CC2)cc1
    12%	2%	.	2%	.	11%	.
> COC(=O)c1cc(NC(=S)N2CCN(C(=O)C3CCCO3)CC2)cc(C(=O)OC)c1 (configuration not stated)
    3%	-3%	.	?	5%	-1.7%	0%
> COC(=O)c1nn(-c2ccc(F)cc2)ccc1=O
    -6%	2%	.	-14%	.	-2.9%	.
> COCCOC(=O)C1=C(C)Nc2nc(C)nn2C1c1ccc(F)cc1 (configuration not stated)
    -1%	-13%	5%	-14%[46.1 µM]	5%	5.4%	16%[38.3 µM]
> Cc1ccc(C2/C(=C(\O)c3c(C)nc4ccccn34)C(=O)C(=O)N2CCN(C)C)o1 (configuration not stated)
    5%	-5%	.	5%	.	0.1%	.
> Clc1cncc(Cl)c1N/N=C/c1ccccc1
    9%	10%	.	14%	.	-1.7%	.
> Cn1nc(C(=O)Nc2ccc(S(=O)(=O)N3CCOCC3)cc2)c2ccccc2c1=O
    3%	1%	?	-1%	-3%	1.1%	6%
> O=S(=O)(c1ccc(NC(=S)NCc2ccco2)cc1)N1CCCC1
    -9%	-2%	0%	-2%	-1%	-3.2%	-1%
> O=C(CN1CCCC1)Nc1c2c(nc3ccccc13)N(Cc1ccccc1)CC2
    -7%	-3%	-12%	-16%[46.1 µM]	-5%	0.0%	-12%[38.3 µM]
> Cc1[nH]c2ccccc2c1C1=NNC(=Nc2ccc(F)cc2)SC1
    -27%	2%	?	-17%[46.1 µM]	-1%	0.0%	11%
> CC(=O)N=c1sc2cc(C)ccc2n1C
    1%	5%	-2%	-5%[46.1 µM]	0%	1.0%	0%[38.3 µM]
> Cc1noc(C)c1C(=O)N1CCC(C(=O)c2ccccc2)CC1
    9%	6%	.	-16%	.	0.9%	.
> Cc1ccnc(NS(=O)(=O)c2ccc(NS(=O)(=O)Cc3ccccc3)cc2)n1
    5%	-12%	-7%	-9%[46.1 µM]	.	-5.1%	.
> C/C(CC(=O)Nc1ccc(Cl)c(C(F)(F)F)c1)=N\NC(=O)c1ccccc1O
    -7%	-5%	?	0%	-1%	-0.9%	0%
> CCCOc1ccc(NC2=CC(=O)CC(C)(C)C2)cc1
    4%	-3%	5%	-15%[46.1 µM]	-4%	3.7%	15%[38.3 µM]
> CCn1cc(CNC(=O)c2c(-c3c(Cl)cccc3Cl)noc2C)c(C)n1
    8%	4%	0%	12%	-1%	0.0%	7%
> COc1ccc(Cl)cc1NC(=O)CN(C1CCCCC1)S(C)(=O)=O
    7%	-1%	-1%	-11%[46.1 µM]	0%	0.0%	22%[38.3 µM]
> CCC(=O)c1ccc(OCC(O)CN2CCN(c3cccc(C(F)(F)F)c3)CC2)cc1 (configuration not stated)
    15%	-8%	?	6%[46.1 µM]	5%	9.6%	36%[activator][38.3 µM]
> CCSc1nnc(NC(=O)CSC2=NCCS2)s1
    ?	0%	.	2%	3%	1.1%	-3%
> CCCCCCCCCCS(=O)(=O)N/N=C/c1ccccc1OC
    25%	-26%	?	-13%	1%	2.7%	4%
> Cc1nc(OCc2c(C)noc2C)c2ccccc2n1
    -4%	3%	?	8%	2%	-0.3%	10%
> CCOC(=O)C1CCCN(C(=O)C2CCN(S(=O)(=O)c3cccs3)CC2)C1 (configuration not stated)
    -3%	-5%	8%	-13%[46.1 µM]	1%	1.8%	27%[38.3 µM]
> Cc1cc(/C=C/C(=O)O)c(C)n1-c1ccc(Cl)cc1
    -2%	4%	-18%[46 µM]	-21%	1%	-2.0%	-1%
> O=C(Nc1ccccc1)C1=C(O)CC(c2ccco2)CC1=Nc1ccccc1 (configuration not stated)
    -3%	1%	-6%	-16%[46.1 µM]	2%	0.0%	4%[38.3 µM]
> CCOC(=O)Cn1nc(C)c(NC(=O)CCc2ccc(OC)cc2)c1C
    2%	3%	9%[46 µM]	17%	1%	1.1%	11%

Some entries already given, showing only CBFb-RUNX1 inh, Luc counter and GLA spleen mod.
smiles	CBFb-RUNX1 inh	Luc counter	GLA spleen mod
CCn1cc(CNC(=O)c2c(-c3c(Cl)cccc3Cl)noc2C)c(C)n1	8%	-1%	4%
COc1ccc(Cl)cc1NC(=O)CN(C1CCCCC1)S(C)(=O)=O	7%	0%	-1%
Cc1nc(OCc2c(C)noc2C)c2ccccc2n1	-4%	2%	3%

Later entries
Values in the order – CBFb-RUNX1 inh	GLA spleen mod	LMNA splice mod	NPSR antag	Luc counter	Epigenetic reg	IMPase Li inh
> CC(=O)Cn1cnc2c(sc3nc(C)cc(C)c32)c1=O
    3%	14%	.	8%	.	1.1%	.
> Cc1cccc(CCNC(=O)C2CCN(S(=O)(=O)c3c(C)nn(C)c3C)CC2)c1
    -5%	3%	8%	-15%[46.1 µM]	-7%	-1.3%	-5%[38.3 µM]
> CC(C)(C)NC(=O)NC(=O)COC(=O)CNS(=O)(=O)c1ccc(Br)cc1Cl
    5%	-17%	-7%[46 µM]	-2%	0%	-3.0%	4%
> Cc1cccc2sc(NC(=O)C3=NN(c4ccccc4)C(=O)CC3)nc12
    -5%	-19%	-2%	18%	4%	0.0%	-20%
> Cc1nnc(SCC(=O)Nc2c(C)n(C)n(-c3ccccc3)c2=O)n1Cc1ccccc1
    10%	0%	.	3%	-2%	-1.9%	3%
> CCn1c(SCCC(=O)Nc2ccccc2)nnc1-c1ccc(OC)cc1
    6%	-1%	-15%	-16%[46.1 µM]	0%	-1.0%	-12%[38.3 µM]
> CN(C)/C=C(\C#N)C(=O)Nc1ccc(F)c(Cl)c1
    10%	0%	.	23%	.	0.1%	.
> NC(=O)C1CCN(S(=O)(=O)Cc2ccccc2Cl)CC1
    0%	12%	?	5%	2%	1.1%	1%
> CC(C)Oc1ccc(C(=O)NCc2cccnc2)cc1
    -1%	-5%	-1%	-4%[46.1 µM]	9%	-1.6%	-10%[38.3 µM]
> Cn1c(=O)n(C/C=C/c2ccccc2)c(=O)c2c1nc1n2CCCN1Cc1ccccc1
    3%	2%	?	-23%[46.1 µM]	.	-10%	.

Four compounds already listed, arranged by SMILES length, descending.
Values in the order – CBFb-RUNX1 inh	GLA spleen mod	LMNA splice mod	NPSR antag	Luc counter	Epigenetic reg	IMPase Li inh
> Cc1cccc2sc(NC(=O)C3=NN(c4ccccc4)C(=O)CC3)nc12
    -5%	-19%	-2%	18%	4%	0.0%	-20%
> CCn1c(SCCC(=O)Nc2ccccc2)nnc1-c1ccc(OC)cc1
    6%	-1%	-15%	-16%[46.1 µM]	0%	-1.0%	-12%[38.3 µM]
> NC(=O)C1CCN(S(=O)(=O)Cc2ccccc2Cl)CC1
    0%	12%	?	5%	2%	1.1%	1%
> CC(C)Oc1ccc(C(=O)NCc2cccnc2)cc1
    -1%	-5%	-1%	-4%[46.1 µM]	9%	-1.6%	-10%[38.3 µM]

Additional records
Values in the order – CBFb-RUNX1 inh	GLA spleen mod	LMNA splice mod	NPSR antag	Luc counter	Epigenetic reg	IMPase Li inh
> COc1cc(C)c(Br)cc1S(=O)(=O)NCc1ccccc1
    4%	2%	5%	-10%[46.1 µM]	-3%	14%	-9%[38.3 µM]
> CCOC(=O)N1CCC(N(CCCOC)C(=O)Nc2ccc(CC)cc2)CC1
    5%	1%	-13%	-19%[46.1 µM]	3%	?	21%[38.3 µM]
> FC(F)(F)C(Cl)Br (configuration not stated)
    -5%[21.7 µM]	-7%	-11%	.	.	.	6%
> Cc1ccc(NC(=O)C23CCC(C)(C(=O)[C@H]2Br)C3(C)C)cc1 (some centres not stated)
    1%	-5%	.	-1%	.	-1.0%	.
> O=C(NCc1ccncc1)c1c(F)c(F)c(F)c(F)c1F
    -1%	-6%	-2%	-4%[46.1 µM]	-3%	-2.9%	-15%[38.3 µM]
> Fc1cnc(N2CCOCC2)nc1N1CCOCC1
    2%	8%	-7%[46 µM]	11%	1%	1.1%	8%

From PubChem BioAssay

These rows are one share of the data; count on the stated rates, not on these rows.
